Compound activity deposited in PubChem BioAssay by Southern Research Specialized Biocontainment Screening Center.
Salmonella PhoP GFP: Inhibition of PhoP regulon, Salmonella typhi GFP reporter cells, confirmation, 4 h (AID 1850); Salmonella Typhi PhoP-promoter GFP reporter, fluorescence, 4 h; higher % means a stronger effect; one-dose inhibition, % at 50 µM; IC50 in µM for titrated hits; 0.33% of 310,000 active; in the data active = a potency from the dose series; inconclusive = inhibition mostly from about 25% at the one dose, without a potency; inactive = the rest, 99 in 100 with inhibition below about 19%;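 also: 0% = induced wells with vehicle and 100% = uninduced wells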
M. tuberculosis: growth inhibition of non-replicating M. tuberculosis (AID 488890); 0.39% of 320,000 active; one-dose inhibition, % at 25 µM; IC50 in µM for titrated hits; Mycobacterium tuberculosis non-replicating, growth inhibition; higher % means a stronger effect; in the data active = a potency from the dose series; inconclusive = inhibition mostly from about 82% at the one dose, without a potency; inactive = the rest, 99 in 100 with inhibition below about 76%;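 also: plate controls were DMSO cells for no effect and high antibiotic wells for full effect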
inhibitors of VEEV: inhibitors of VEEV TC-83 cytopathic effect, confirmation, Vero cells (AID 588727); Vero cells, VEEV TC-83 cytopathic effect inhibition; higher % means a stronger effect; one-dose inhibition, % at 20 µM; IC50 in µM for titrated hits; 0.13% of 350,000 active; in the data active = a potency from the dose series; inconclusive = inhibition mostly from about 14% at the one dose, without a potency; inactive = the rest, 99 in 100 with inhibition below about 12%; also: strong numbers were not always called active
influenza NS1A: H1N1 influenza NS1A inhibitors, functional cell based assay (AID 504329). NS1A functional cell-based assay, percent inhibition; higher % means a stronger effect. inhibition, % at 12.5 µM, or IC50 in µM where a hit was titrated. 0.3% of 340,000 active; in the data active = a potency from the dose series; inconclusive = inhibition above about 27% without an active follow-up result; also: strong numbers were not always called active
H37Rv inhibition: M. tuberculosis growth inhibition, HTS (AID 449762); M. tuberculosis H37Rv growth inhibition, 7H9 media; higher % means a stronger effect; 0.59% of 330,000 active; one-dose inhibition, % at 25 µM; IC50 in µM for titrated hits; in the data active = a potency from the dose series; inconclusive = inhibition above about 70% without an active follow-up result;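 also: bacterial growth assessed after seven days of incubation; strong numbers were not always called active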
inhibitors of VEEV 10K pilot screen: also measured in inhibitors of VEEV; calls as there; inhibition, %; measured here: 10K pilot screen inhibition
Numbers without * were called inactive; i = inactive; ? = inconclusive; · = not tested or not shown; & = joins results of further samples.

SMILES	Salmonella PhoP GFP	M. tuberculosis	inhibitors of VEEV	influenza NS1A	H37Rv inhibition	others
CN1CCC(N(C)CC(=O)Nc2ccc3c(c2)OC(F)(F)O3)CC1	2%	0%	i	-9%	-15%
CC(=O)Oc1cccc(/C=C2\C=C(c3ccc(C)cc3)OC2=O)c1	7%	56%	0.4%	-8%	-1%
CC(C)(C)c1nnc2sc(SCC(=O)N3CCCCC3)nn2c1=O	·	33%	0.2%	-6%	1%
CCC(C)NC(=O)c1cnn2c1NC(c1cccs1)CC2C(F)(F)F (stereo not drawn)	4%	8%	0.5%	2%	3%	inhibitors of VEEV 10K pilot screen=0.6
O=C1c2ccc(-c3ccc(Cl)c(C(F)(F)F)c3)cc2S(=O)(=O)c2cccc(C(=O)N3CCN(c4ncc(Br)cn4)CC3)c21	·	3%	2.5%	-15%	1%
CC(C)c1cc(=O)n2[nH]c(SCc3ccccc3)nc2n1	0%	24%	1.3%	-4%	7%
COc1ccc(N2C(=O)C3C(C2=O)C(C(=O)c2ccccc2)N2CCCC32)cc1 (stereo not drawn)	-5%	10%	1.1%	11%	1%
CN(C)S(=O)(=O)c1cccc(NC(=O)Cc2ccc(Cl)cc2)c1	-7%	9%	3.3%	-4%	5%
COc1ccc(C(=O)NC2CCCc3ccccc32)cc1[N+](=O)[O-] (stereo not drawn)	-8%	7%	i	22%	8%
CC1=CC(C)(C)NC(=S)N1c1ccc(C)c(C)c1	6%	5%	0.4%	10%	3%
Cc1cc(C)nc(SCc2ccccc2C#N)n1	-3%	6%	4.8%	-4%	1%
CCCNc1cc(=O)n(C)c(=O)n1C	-2%	-4%	0.5%	-2%	-6%
CC(=O)Nc1ccc(S(=O)(=O)N2CCN=C2c2ccccc2)cc1	8%	12%	0.9%	-2%	5%
Cc1cc(Nc2ccc(Br)cc2)n2nc(C)nc2n1	6%	38%	1.2%	2%	0%
Nc1c(N(CCC2=CCCCC2)C(=O)COc2ccc(F)cc2)c(=O)[nH]c(=O)n1Cc1ccccc1	·	44%	1.8%	-6%	27%
O=[N+]([O-])c1cc(C(F)(F)F)ccc1-n1nnc2ccccc21	-6%	-12%	i	23%	-9%
Cc1cccc2c(C(=O)N3CCN(C(=O)c4ccco4)CC3)cc(-c3cccc(Br)c3)nc12	-2%	22%	3.8%	14%	37%
CCS(=O)(=O)NCCc1csc(-c2ccccc2)n1	2%	14%	5.1%	4%	-12%
CN1CCN(C(=S)Nc2ccc(S(N)(=O)=O)cc2)CC1	2%	3%	1.4%	-10%	0%
Cc1ccc(-c2csc(NC(=O)COC(=O)c3cccc(S(=O)(=O)N4CCOCC4)c3)n2)cc1	-1%	-11%	·	·	2%
Cc1ccc2c(c1)sc1nc(=O)n(-c3ccccc3)c(=O)n12	-6%	11%	2.6%	0%	9%
Cc1ccc(S(=O)(=O)c2c[nH]c3ccc(C)cc3c2=O)cc1	9%	-17%	0.7%	-1%	8%
CCn1ncc(C2=NOC(C(=O)Nc3cccc(C(C)=O)c3)C2)c1C (stereo not drawn)	-9%	0%	0.7%	5%	3%
Cc1nc2cc(-c3ccccc3)nn2c(C)c1CCC(=O)N1CCC2(CC1)OCCO2	-4%	12%	3.9%	-18%	-14%	inhibitors of VEEV 10K pilot screen=3.2
CN1C[C@H]2CON(C)[C@H]2C[C@H]1c1cccc(-c2ccccc2)c1	·	·	i	-6%	·

4 entries drawn at random from the list so far:
SMILES	Salmonella PhoP GFP	M. tuberculosis	inhibitors of VEEV	influenza NS1A	H37Rv inhibition	others
Nc1c(N(CCC2=CCCCC2)C(=O)COc2ccc(F)cc2)c(=O)[nH]c(=O)n1Cc1ccccc1	·	44%	1.8%	-6%	27%
Cc1nc2cc(-c3ccccc3)nn2c(C)c1CCC(=O)N1CCC2(CC1)OCCO2	-4%	12%	3.9%	-18%	-14%	inhibitors of VEEV 10K pilot screen=3.2
COc1ccc(C(=O)NC2CCCc3ccccc32)cc1[N+](=O)[O-] (stereo not drawn)	-8%	7%	i	22%	8%
CCC(C)NC(=O)c1cnn2c1NC(c1cccs1)CC2C(F)(F)F (stereo not drawn)	4%	8%	0.5%	2%	3%	inhibitors of VEEV 10K pilot screen=0.6

More entries.
SMILES	Salmonella PhoP GFP	M. tuberculosis	inhibitors of VEEV	influenza NS1A	H37Rv inhibition	others
N#Cc1ccccc1Sc1ccccc1C(=O)OCC(=O)NC1CCS(=O)(=O)C1 (stereo not drawn)	-8%	18%	i	0%	-10%
CCc1nn(CC(=O)NCCCN(C)Cc2ccccc2)c(=O)c2cc3sc(C)cc3n12	-32%	49%	i	9%	14%
CC1(C)CC(=O)c2c(O)cc(OCc3ccc(Br)cc3)cc2O1	1%	46%	i	-1%	42µM*
Nc1nc(OCc2ccccc2)c2[nH]cnc2n1	10%	6%	0.9%	-4%	11%
O=[N+]([O-])c1ccc(-c2ccc(C=Nc3cccc4ccccc34)o2)cc1	15%	?	0.3%	10%	-2%
CCc1nc2ccc(C)cc2c(C(=O)Oc2cccc3cccnc23)c1C	-10%	11%	1.9%	3%	67%
CCOC(=O)c1c(-c2ccccc2)oc2ccc(OCC(=O)NNC(=O)CCCC(=O)O)cc12	7%	-4%	1.1%	-4%	11%
CCOP(=O)(OCC)C1(C(=O)O)CCCC1	8%	-8%	i	1%	7%
CCN(CC(=O)Nc1ccc(S(N)(=O)=O)cc1)S(=O)(=O)c1cc(C)ccc1OC	-2%	7%	3.1%	-1%	2%
CC(=O)n1cc([C@H]2C=C(C(=O)NCc3ccccc3)O[C@@H](OCc3ccc(CO)cc3)C2)c2ccccc21	-3%	15%	8.3%	11%	6%
Cc1cc(C(=O)COC(=O)CC2Sc3ccccc3NC2=O)c(C)n1-c1ccc(Br)cc1 (stereo not drawn)	10%	-9%	6.6%	6%	7%
CC(=O)N1CCN(C(=S)c2ccc([N+](=O)[O-])cc2)CC1	8%	-12%	2.8%	3%	-5%
COc1ccc2cc(C(=O)C3CCCN(C(=O)C4=NN(C)C(=O)CC4)C3)ccc2c1 (stereo not drawn)	-4%	5%	4.1%	8%	3%
COc1ccc(CCNC(=O)COc2nncc3ccccc23)cc1	4%	1%	0.5%	-3%	5%
COc1cc(Cl)ccc1OCc1cc(C(=O)N2CCN(c3ccccn3)CC2)no1	0%	20%	9.2%	-9%	?
Brc1ccc(-c2nc(-c3ccccn3)no2)o1	4%	-7%	6.3%	11%	5%
COCCCNC(=O)c1cc(C(=O)c2ccccc2Br)c[nH]1	-2%	1%	0.1%	1%	24%
COc1ccc(Cl)cc1-n1c(N)c(C(N)=O)sc1=S	-3%	21%	0.2%	-12%	14%
CCOCC(=O)Nc1nnc(C2CCCCC2)s1	-9%	·	1.5%	20%	-5%
COc1ccc2c(c1OC)C(=O)N1C2SC[C@H]1C(=O)NC1CC(C)(C)NC(C)(C)C1 (stereo partly drawn)	·	·	0.2%	-2%	·
O=C(c1ccccc1)N1CCN(c2ccc(N3CCOCC3)nn2)CC1	11%	-6%	0.2%	-3%	0%
COCCn1c(SC(C)C(=O)Nc2ccc(N3CCOCC3)cc2)nnc1-c1ccncc1 (stereo not drawn)	-2%	-3%	2.4%	-12%	-5%
CSc1ccccc1NC(=O)c1ccc(N2CCCC2=O)cc1	·	8%	2.3%	0%	-4%
N#Cc1cc([N+](=O)[O-])cnc1N(CCO)CCO	-1%	-8%	i	10%	-3%
COn1c(-c2ccc(C)cc2)nc2ncccc21	-4%	18%	0.1%	-13%	-6%

The results go on:
SMILES	Salmonella PhoP GFP	M. tuberculosis	inhibitors of VEEV	influenza NS1A	H37Rv inhibition	others
COc1ccc(Oc2c(C)oc3cc(OC(=O)N4CCOCC4)ccc3c2=O)cc1	1%&-2%	25%	i	28%	2%
COc1ccc(CCNC(=O)C(=O)NCC2OCCN2S(=O)(=O)c2cccs2)cc1 (stereo not drawn)	-5%	14%	6.8%	-7%	3%
CN1CCN(S(=O)(=O)c2cccc(C(=O)Nc3cc(C(F)(F)F)ccc3N3CCCCC3)c2)CC1	-2%	10%	5.6%	-3%	0%
COc1ccc(NC(=O)c2ccc3nc[nH]c3c2)cc1	30%	7%	2.1%	7%	-10%
COc1ccc(C(=O)Oc2ccc(/C=N/NC(=O)c3ccccc3OC)cc2[N+](=O)[O-])cc1	4%	16%	2.0%	4%	-7%
C/C(=N\Nc1ccc(Cl)c(C(=O)O)c1)c1cc2ccccc2o1	4%	4%	6.1%	6%	-2%
CC(Nc1nc(N2CCN(CCO)CC2)nc2ccccc12)c1ccccc1 (stereo not drawn)	4%	1%	i	-6%	0%
Cc1ccc(N2CCN(C(=S)Nc3ccccc3C)CC2)cc1	-3%	-14%	0.1%	-17%	6%
C[N+]1(CC(=O)OCCCC2CCCCC2)CCCC1	3%	1%	0.4%	5%	1%
CN(Cc1ccccc1)C(=O)c1ccc(NC(=O)Cc2cccc([N+](=O)[O-])c2)cc1	·	45%	1.0%	9%	11%
CC(C)n1c(CN2CCN(C)CC2)nc2c1c(=O)n(C)c(=O)n2C	3%	-1%	1.4%	5%	-15%
COc1ccc(C(=O)Nc2nc(CC(=O)NCc3ccc(F)cc3)cs2)cc1	-4%	-2%	7.3%	-16%	3%
Cc1cc(C(C)(C)C)ccc1OCCCCN1CCCC1	-3%	42%	0.5%	8%	-8%
C/C(=N\OCC(=O)Nc1ccccc1C(C)(C)C)c1ccc2c(c1)OCCO2	1%	22%	1.9%	-7%	10%
O=[N+]([O-])c1cc2c(cc1/C=N/n1c(-c3ccccn3)n[nH]c1=S)OCO2	-6%	-31%	0.1%	7%	-6%
Cn1cnnc1SCC(=O)Nc1ccc2nc(SCc3ccccc3)sc2c1	25%	35%	4.3%	-6%	61%
Cc1ccc(/C=N\NC(=O)/C(=C\Nc2nccc(C)n2)NC(=O)c2ccccc2)cc1	9%	-2%	2.6%	-14%	1%
O=C(NCC1(c2ccccc2)CCCC1)c1ccc(Br)cc1	-7%	79%	1.4%	-11%	13%
CCCNC(=O)c1ccc(N2CCC3(CC2)CC(c2cccc(Br)c2)=NO3)c(NC(=O)c2ccc(Cl)c([N+](=O)[O-])c2)c1	4%	0%	i	4%	2%
CC(C)(C)c1cc(C(=O)NNC(=O)c2ccc(Cl)cc2)no1	3%	?	7.5%	-17%	?
COc1cc(CN2CCC(Cc3ccccc3)CC2)cc(OC)c1OC	-6%	30%	0.2%	-2%	5%
CCOC(=O)C1=C(O)/C(=C/c2ccc(CNC(=O)C(=O)Nc3ccc(C)cc3)o2)N=C1C	0%	0%	0.0%	10%	3%
Cc1ccc(-c2nnn(CC(=O)N(c3cnc4ccccc4c3)C(C(=O)NC3CCCC3)c3ccncc3)n2)o1 (stereo not drawn)	1%	7%	0.7%	3%	-3%
CCC(=O)OCC(=O)Nc1cc(C)c(C)cc1[N+](=O)[O-]	-5%	12%	i	-3%	17%
O=C(CN(c1ccccc1)S(=O)(=O)c1ccccc1)Nc1ccc(F)cc1	-1%	1%	0.3%	15%	6%
CCN1CCN(CC(O)COCCOc2ccc(Br)cc2)CC1 (stereo not drawn)	-3%	-15%	0.4%	-1%	0%
N#CCCn1cc(/C=N/O)c(-c2ccccc2)n1	0%	1%	i	5%	1%
COc1ccc(NC(=O)COc2ccccc2Cc2ccccc2)cc1S(N)(=O)=O	3%	-10%	3.1%	2%	5%

4 entries already listed, sorted by SMILES length, descending.
SMILES	Salmonella PhoP GFP	M. tuberculosis	inhibitors of VEEV	influenza NS1A	H37Rv inhibition	others
C/C(=N\OCC(=O)Nc1ccccc1C(C)(C)C)c1ccc2c(c1)OCCO2	1%	22%	1.9%	-7%	10%
CC(C)(C)c1cc(C(=O)NNC(=O)c2ccc(Cl)cc2)no1	3%	?	7.5%	-17%	?
O=C(NCC1(c2ccccc2)CCCC1)c1ccc(Br)cc1	-7%	79%	1.4%	-11%	13%
CCN1CCN(CC(O)COCCOc2ccc(Br)cc2)CC1 (stereo not drawn)	-3%	-15%	0.4%	-1%	0%
